Screening data as filed in PubChem.
Shn3 3UTR inh: reduction of Shn3 3'UTR firefly luciferase signal, primary screen, Schnurri-3 inhibitor project, cell-based, Clone20 osteoblasts, set 2; Clone20 osteoblast Shn3 3'UTR firefly luciferase, 24 h; inhibition, % at 12.5 µM; 0.52% of 360,000 active; AID 588674, 2011;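 active = mean inhibition of at least 75% with every replicate also reaching 75%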;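 also: 0% = median of neutral control wells and 100% = pilot-screen positive control compound; some compounds past the cut are filed as inactive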
TWEAK Fn14 block: inhibitors of TWEAK-Fn14 signaling, primary screen, luciferase reporter cells, uHTS. TWEAK-stimulated Fn14 reporter cells, luciferase luminescence, 8 h. inhibition, % at 10 µM. 2% of 360,000 active. AID 1159606, 2016; in the data active = inhibition above about 50%
MITF TRPM1 inh: inhibitors of MITF-dependent TRPM1 promoter reporter, primary screen, cell-based, SK-MEL-5, single point, luciferase; 0.83% of 330,000 active; SK-MEL-5 TRPM1 promoter luciferase, 24 h; inhibition, % at 12.5 µM;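 active = mean inhibition across replicates of 60% or more, whatever share of single replicates reaches that level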; also: values of inactives mirror those of a sister screen read the other way
hiPSC survival: enhancers of single-cell hiPSC survival, primary screen, ATPlite luminescence | 100% = ROCK inhibitor wells, 0% = DMSO | survival enhancement, % at 20 µM | 0.044% of 360,000 active | AID 602274, 2012; in the data active = survival enhancement above about 18%;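 also: cells exposed to compounds for 16 hours before the ATP read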
NR2E3 ag-1: NR2E3 agonists in two-hybrid cells, primary screen, cell-based, luminescence, CHO-S, Gal4-NCOR/VP16-NR2E3 | Photoreceptor-specific nuclear receptor (Homo sapiens), Q9Y5X4 | luciferase | inhibition of corepressor binding, % at 3.98 µM | 0.35% of 360,000 active | AID 602229, 2012;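 active = inhibition above the mean of all tested compounds plus 3 SD, cut at about 70% in these data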;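 also: 0% = DMSO with NR2E3 transfected cells and 100% = cells lacking NR2E3 construct; higher means lower luciferase signal from less NR2E3 corepressor binding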
Target sequence (Q9Y5X4 whole entry, looked up, the tested form may be a part): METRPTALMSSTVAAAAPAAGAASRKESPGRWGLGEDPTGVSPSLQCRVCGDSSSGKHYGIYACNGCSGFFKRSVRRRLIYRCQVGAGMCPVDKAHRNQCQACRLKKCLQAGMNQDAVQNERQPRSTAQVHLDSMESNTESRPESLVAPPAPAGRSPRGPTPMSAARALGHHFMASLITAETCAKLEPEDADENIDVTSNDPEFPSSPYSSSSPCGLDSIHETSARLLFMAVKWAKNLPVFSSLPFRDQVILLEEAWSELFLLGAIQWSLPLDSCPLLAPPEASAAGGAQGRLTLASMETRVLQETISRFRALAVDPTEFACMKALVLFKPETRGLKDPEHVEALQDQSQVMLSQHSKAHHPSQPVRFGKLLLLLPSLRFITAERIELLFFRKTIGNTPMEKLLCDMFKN
aDG glyco up: activators of alpha-DG glycosylation, primary screen, uHTS, Pro5-aDG cells, AlphaScreen; activation, % at 10 µM; alpha-DG glycosylation AlphaScreen (IIH6); 0% Pro5, 100% B10-LARGE cell signal; AID 624168, 2012; 0.22% of 360,000 active;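 active = activation of at least 8% versus controls, or a plate z-score of at least 8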;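 also: Pro5 are CHO cells carrying HIG-tagged alpha-DG that lacks glycosylation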
HIF-2a block: HIF-2a reporter inhibitors, primary screen, luminescence, 786-0 RCC cells; 786-0 RCC cells HIF-2a reporter, luciferase luminescence, overnight; inhibition, % at 18.8 µM; 0.72% of 360,000 active; AID 624352, 2012;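 active = inhibition of the luminescence signal of 40% or more relative to plate controls, in a single-dose primary screen at 18.75 µM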
Peg3 promoter: Peg3 promoter-driven luciferase inhibitors, primary screen, cell-based, HeLa, luciferase luminescence; HeLa PEG-Prom luciferase reporter, overnight; inhibition, % at 20 µM; 1.7% of 360,000 active;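 active = inhibition of at least 50% at 20 µM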
CF NFkB block: inhibitors of PAF-induced NF-kB signaling, primary screen, cell-based, GFP fluorescence, uHTS; KKLEB NF-kB-GFP reporter, GFP fluorescence overnight; inhibition, % at 5 µM; 0.86% of 360,000 active; AID 588850, 2011;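 active = at least 50% inhibition at 5 µM, scaled per plate between neutral and stimulator controls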;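 also: PAF is a Pseudomonas aeruginosa culture filtrate used as stimulus; plate controls were PAF-stimulated DMSO wells for no effect and unstimulated DMSO wells for full effect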
NR2E3 ag-2: inhibitors of NR2E3-RetCOR corepressor binding, primary screen, NR2E3 agonist project, biochemical, TR-FRET, GST-NR2E3, biotin-RetCOR. Photoreceptor-specific nuclear receptor (Homo sapiens), Q9Y5X4. 1536-well. inhibition of corepressor binding, % at 4.78 µM. 0.12% of 320,000 active. AID 2300, 2010;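 active = percent inhibition above the cutoff of mean plus 3 SD of all tested compounds, set per screening campaign, cut at about 20% in these data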;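 also: 0% = DMSO wells and 100% = biotin wells as full block of FRET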
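Assay system: NR2E3–RetCOR corepressor complex. Quantity: 1.35 nM GST-NR2E3. Buffer or medium: pH 7.5 Tris-based buffer. Reagent: biotinylated RetCOR corepressor at 7 nM final. Schedule: 5 h at 4 °C. Detection: TR-FRET, emission read at 617 and 671 nm. Replicates: one well per compound, singlicate testing.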
KKLEB tox: cytotoxicity in KKLEB CF airway cells, primary screen, cytotoxicity control for CF NF-kB inhibitor project, cell-based, uHTS, fluorescence assay plates. 0.36% of 360,000 active. AID 602141, 2011. activity change (cytotoxicity), % at 5 µM. KKLEB CF airway cells viability, ATPlite luminescence, overnight; active compounds read low; cells stimulated with P. aeruginosa culture filtrate;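 active = corrected activity change at or below -50% at 5 µM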
Active calls of the source: *; nt = no result given; & = joins results of further samples.

SMILES	Shn3 3UTR inh	TWEAK Fn14 block	MITF TRPM1 inh	hiPSC survival	NR2E3 ag-1	aDG glyco up	HIF-2a block	Peg3 promoter	CF NFkB block	NR2E3 ag-2	KKLEB tox
COc1cccc(NC(=O)CN2C(=O)NC(C)(c3ccc(C)cc3)C2=O)c1 (centres undefined)	9.5	4.5	4.6	0.0	-17.0	-0.1	-3.5	5.8	10.8	0.8	-1.5
COCCN1C(=O)N[C@@H](CCc2ccccc2)[C@H](C(C)=O)[C@H]1C	-18.3	1.7	1.1	0.1	-44.8	0.1	-3.8	-139.9	-29.7	1.9	5.6
CC1CCN(CCCNC(=O)CN2CCN(Cc3ccc(Cl)cc3)C2=O)CC1	6.5	3.5	-1.4	-0.9	-12.1	0.0	9.2	-4.4	-4.2	3.9	-3.6
O/N=C\c1ccc(-c2ccccc2)o1	-57.0	1.3	-27.5	2.3	-48.9	-0.1	-159.8	-206.7	5.3	-2.9	3.1
CCCCNC(=O)C1(c2ccc(OC)cc2)CCOCC1	9.8	-1.7	-12.0	-3.0	-10.2	0.0	0.3	17.1	-4.2	3.2	10.1
CCCCN(CCCC)CCNC(=O)CN1C(=O)CSc2ccc(S(=O)(=O)N3CCOCC3)cc21	0.5	17.9	-3.9	-0.3	-8.0	-0.3	0.7	-20.5	6.0	0.5	10.6
Cc1ccc(C(=O)OC(C(=O)Nc2ccc(Cl)cc2C(F)(F)F)c2ccccc2)cc1 (centres undefined)	21.3	17.6	1.8	-1.2	13.3	0.3	11.0	29.8	13.5	-1.1	4.4
COc1ccccc1N1CCN(S(=O)(=O)c2ccc(-n3cnnn3)cc2)CC1	-3.4	-2.3	4.5	0.1	9.2	0.0	14.2	6.3	5.6	0.8	-15.4
Clc1cccc(Cl)c1OCCOCCNCc1ccccc1	-2.6	7.9	4.7	-0.7	-0.6	0.2	8.7	7.2	7.0	0.0	-9.8
O=C(C1=C[C@@H](c2ccccc2)C[C@@H](OCCCCO)O1)N1CCOCC1	-16.7	19.4	3.6	-0.8	-41.3	0.1	2.8	-1.9	-10.9	3.8	6.8
CCN1CCN(C(=O)c2cc3cc(F)ccc3[nH]2)CC1	-0.6	4.6	10.1	-0.2	-15.5	0.0	-13.1	-9.0	-15.1	-0.3	5.1
Cc1ccc(C(=O)COC(=O)c2cc(C)no2)c(C)c1	13.6	-7.6	1.4	0.0	7.6	-0.1	2.2	1.1	-11.6	nt	-6.7
OC(CNC1CCCCCC1)COc1cccc2ccccc12 (centres undefined)	69.9	-5.5	-21.5	-0.8	-16.5	0.5	10.3	91.8*	25.7	-0.8	-7.7
Cn1c(C(=O)O)c(CC(=O)N2CCC(Cc3ccccc3)CC2)c2ccccc21	9.6	-12.9	-7.2	-0.3	-13.6	-0.3	11.3	-17.5	10.7	5.5	-10.6
COc1ccc(NC(=O)CCNC(=O)N2CC(=O)Nc3ccccc32)c(OC)c1	-18.2	-9.8	-0.7	-0.2	13.7	0.1	7.9	3.3	2.6	2.2	-2.3

Taken from the entries so far, 2 compounds:
SMILES	Shn3 3UTR inh	TWEAK Fn14 block	MITF TRPM1 inh	hiPSC survival	NR2E3 ag-1	aDG glyco up	HIF-2a block	Peg3 promoter	CF NFkB block	NR2E3 ag-2	KKLEB tox
COc1cccc(NC(=O)CN2C(=O)NC(C)(c3ccc(C)cc3)C2=O)c1 (centres undefined)	9.5	4.5	4.6	0.0	-17.0	-0.1	-3.5	5.8	10.8	0.8	-1.5
COCCN1C(=O)N[C@@H](CCc2ccccc2)[C@H](C(C)=O)[C@H]1C	-18.3	1.7	1.1	0.1	-44.8	0.1	-3.8	-139.9	-29.7	1.9	5.6

The results go on:
SMILES	Shn3 3UTR inh	TWEAK Fn14 block	MITF TRPM1 inh	hiPSC survival	NR2E3 ag-1	aDG glyco up	HIF-2a block	Peg3 promoter	CF NFkB block	NR2E3 ag-2	KKLEB tox
CCCCn1c(N)c(N(CCOC)C(=O)CCN2C(=O)C3CC=CCC3C2=O)c(=O)[nH]c1=O (centres undefined)	-38.4	-3.3	0.8	0.5	-25.6	-0.2	9.8	1.5	7.1	nt	-7.7
CC(C)[C@H](NC(=O)c1ccccc1)C(=O)NC1=NCCS1	-36.9	-5.8	5.9	5.2	-19.6	1.4	9.2	-0.6	-14.5	nt	8.4
COc1ccc(C(C)C)cc1S(=O)(=O)N1CC(C)OC(C)C1 (centres undefined)	-12.3	-13.9	-3.4	-0.6	-16.0	-0.3	12.2	16.0	5.7	0.2	-8.9
COc1ccc(CC(=O)NCCc2cnc[nH]2)cc1	3.0	11.9	-4.3	0.4	-1.3	-0.1	27.5	2.7	-10.3	1.9	3.5
COc1ccc(C(=O)OCC(=O)Nc2ccc(F)c(F)c2)cc1OC	8.9	0.8	-7.6	2.4	3.5	-0.2	5.6	6.5	-15.2	-1.9	8.8
Cc1ccc(C2=NOC(=O)/C2=C\C=C\c2ccccc2)cc1	94.7*	-22.4	95.6*	0.0	-35.2	0.1	23.9	106.0*	91.6*	nt	-61.1*
CN(C(=O)COC(=O)c1ccc(S(=O)(=O)N2CCCC2)cc1)c1ccccc1	-7.4	-13.2	10.0	0.2	-43.2	-0.3	13.3	10.7	-9.0	4.0	3.5
CC(NC(N)=O)C(=O)NCC(=O)OCc1ccccc1 (centres undefined)	23.6	-0.5	-5.3	-1.1	2.4	0.0	14.2	6.2	6.9	0.7	1.4
COc1cc(/C=N/NC(=O)CN(Cc2ccccc2)S(=O)(=O)c2ccc3c(c2)OCCO3)ccc1O	-5.5	19.0	-3.6	0.3	-16.2	-0.1	10.8	13.2	9.6	1.2	2.1
O=C(NCc1ccco1)c1nn2cccnc2c1Cl	-1.4	-7.5	5.7	1.0	-20.5	0.1	-12.4	-27.1	-6.0	-2.9	5.9
Cc1cc(C(=O)O)cc(S(=O)(=O)NNC(=O)c2cccs2)c1C	-2.4	6.1	nt	0.2	-22.9	0.0	7.9	17.6	-14.1	-2.1	0.3
COc1ccccc1Nc1nc(N)nc(CN2CCOCC2)n1	-3.9	20.3	-6.5	0.0	-6.2	0.0	11.1	8.6	26.3	1.9	-15.8
Cc1ccc(S(=O)(=O)N2CCOCC2)cc1NC(=O)CNCc1ccccn1	5.0	-5.5	-4.7	0.9	-0.4	-0.1	16.9	11.3	5.6	-1.0	3.8
COc1ccc(CCNCC(=O)Nc2c(C)cc(C)cc2C)cc1OC	8.1	10.3	-1.7	-0.4	-42.8	-0.1	15.6	4.3	-7.3	0.0	-0.3
CCC(c1nnnn1Cc1ccccc1)N1CCN(c2ccc(OC)cc2)CC1 (centres undefined)	3.0	-5.9	2.4	-2.3	11.4	0.1	6.8	7.1	2.5	3.7	-5.8
CC(C)Nc1nc2cccnc2s1	-7.8	15.1	-1.4	-0.5	-7.7	-0.1	-2.7	-1.0	10.7	-0.3	-5.5
COCCN(C(=O)COC(=O)C1=COCCO1)c1c(N)n(Cc2ccccc2)c(=O)[nH]c1=O	31.8	-13.3	-3.9	-0.4	-27.6	-0.2	12.3	-3.7	10.2	1.1	-9.3
NC(=O)c1cccc(S(=O)(=O)N2CC(c3ccccc3)CC2=O)c1 (centres undefined)	10.4	-6.1	9.2	-1.2	-6.8	-0.1	14.2	17.9	-11.0	-1.4	19.0
Cc1occc1C(=O)Nc1nn[nH]n1	-9.0	39.1	-10.5	0.4	-14.6	-0.1	11.2	2.5	8.4	3.9	-8.5
CCC(C)[C@H](NC(=O)N1CCn2c1nc1ccccc12)C(=O)NCC1CCCO1 (some centres undefined)	-9.3	10.7	17.0	0.0	-5.4	-0.3	10.9	0.9	-14.6	8.4	7.9
COc1nc(C#N)c(N2CCOCC2)o1	-16.2	-9.3	2.4	-1.5	-1.8	-0.1	25.5	14.8	4.7	-1.4	-5.6
O=C(NCc1ccc(F)c(F)c1)C1Cc2c(-c3ccc4c(c3)OCO4)ccnc2O1 (centres undefined)	-1.6	-0.3	nt	-3.3	-13.3	-0.1	8.2	9.6	19.4	nt	-33.6
CCCCn1nc(CC(=O)O)c2ccccc2c1=O	-8.7	6.0	1.3	-2.4	-7.4	0.1	-3.8	24.1	-1.0	-3.2	-6.6
Cc1ccc(OCCNC(=O)c2cc(C3CC3)nc3c2cnn3C(C)C)cc1	22.8	4.0	6.9	-0.4	-0.8	0.1	18.2	22.4	20.7	0.4	-36.2
COc1cc(SC)ccc1C(=O)OCc1nc2ccsc2c(=O)[nH]1	-25.4	-10.6	-24.6	-0.5	-11.4	-0.1	-48.1	-91.1	6.0	-3.4	-3.7
CCCCCCOc1ccc(OCC(O)CN2C(=O)NC(C)(C)C2=O)cc1 (centres undefined)	0.5	-14.7	-46.6	-1.0	-64.2	0.0	-160.5	-183.7	-24.1	0.9	12.6
COc1ccc(CC(=O)NNC(=O)c2ccccn2)cc1	-17.3	-1.7	-1.1	-0.4	-28.6	0.3	-26.7	-3.5	-6.9	0.0	-4.3
CC(CCC(=O)O)C1CCC2C3C(O)CC4CC(O)CCC4(C)C3CC(O)C12C (centres undefined)	-0.7&1.7	-1.6&-7.6	4.2	-0.4&-0.2	-25.2&-58.2	0.0&-0.1	-2.5&-15.9	-13.1&8.1	6.0&9.7	4.6	5.5&-7.6
CCOc1ccc(NC(=O)c2ccc(Cl)c(NC(=O)c3ccco3)c2)cc1	-5.9	-12.4	-2.5	-0.6	-4.8	0.0	-145.7	-38.0	-4.5	2.0	-16.1
Cn1c(=O)c2c(nc(-n3ccnc3)n2Cc2ccc(Cl)cc2Cl)n(C)c1=O	2.0	9.2	-4.1	1.7	-10.3	0.4	12.5	9.0	-7.0	13.3	-3.1
COc1ccc(S(=O)(=O)N(C)c2ccc(C(=O)N3CCN(C)CC3)cc2)cc1	2.3	9.3	7.6	0.1	-7.6	-0.2	0.9	-4.8	-21.6	2.4	7.9
O=C(COC(=O)CCN1C(=O)/C(=C\C=C\c2ccccc2)SC1=S)Nc1ccc(Br)cc1	9.0	21.1	64.2*	-1.2	-1.9	0.0	58.3*	-6.0	-11.8	-1.1	2.3
O=C(COC(=O)c1cc(S(=O)(=O)N2CCOCC2)c(Cl)cc1Cl)Nc1ncc(C(F)(F)F)cc1Cl	13.1	-37.6	1.0	-1.4	-29.7	-0.2	-60.0	8.8	-10.2	-0.3	1.3
COc1ccc(C2C3=C(CC(C)(C)CC3=O)Nc3c2c(=O)[nH]c(=O)n3Cc2ccccc2)cc1OC (centres undefined)	-3.6	-4.9	-8.1	-1.3	-15.3	-0.1	19.9	17.5	-3.2	0.5	-8.6
CC1CC(C)(C)C2=NCCN21 (centres undefined)	-35.0	-5.0	nt	-1.7	-10.5	0.0	4.4	-5.1	2.1	nt	-4.2
